Assay outcomes (PubChem)
Myeloid diff 2: promotes myeloid progenitor differentiation; ER-HoxA9 myeloid progenitors, lysozyme-GFP differentiation, flow cytometry; calls only at 10 µM; 360,000 tested, 1% active; AID 624256;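 active = normalized GFP-positive differentiation at or above the plate's own cutoff, the solvent-only control mean plus 3 SD; inconclusive = no clear call, values can overlap the other calls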;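 note: cells exposed to compound for four days before flow analysis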
NTR1 agonist: NTR1-driven beta-arrestin-GFP spot formation – imaging, U2OS cells, high content, primary screen (AID 493036). P30989. agonist mode. activation, % at 20 µM. 330,000 tested, 0.17% active;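 active = activation at or above 40% of the spot to cytoplasm intensity ratio, with at least 20 cells analyzed; inconclusive = wells under 20 cells, flagged as cytotoxic or low count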;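 note: 0% = DMSO without peptide and 100% = 100 nM NTR1 peptide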
Target sequence (P30989 whole entry, looked up): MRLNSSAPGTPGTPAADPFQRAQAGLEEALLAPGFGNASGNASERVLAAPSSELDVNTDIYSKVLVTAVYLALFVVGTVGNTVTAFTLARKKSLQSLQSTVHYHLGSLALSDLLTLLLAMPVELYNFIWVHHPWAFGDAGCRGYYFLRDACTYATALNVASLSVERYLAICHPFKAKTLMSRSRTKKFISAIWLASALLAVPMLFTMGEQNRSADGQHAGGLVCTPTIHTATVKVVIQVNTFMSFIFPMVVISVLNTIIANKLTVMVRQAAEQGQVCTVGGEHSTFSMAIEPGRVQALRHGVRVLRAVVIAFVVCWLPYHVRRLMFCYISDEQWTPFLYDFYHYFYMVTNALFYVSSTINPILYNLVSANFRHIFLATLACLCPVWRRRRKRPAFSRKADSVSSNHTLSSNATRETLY
T cell HTS: modulates CD8 T cell binding to vesicles | 2C CD8+ T cell-vesicle binding, flow cytometry; hits give low values | calls only at 7 µM | AID 2052 | 330,000 tested, 0.068% active;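 active = response, share of CD8 T cells binding vesicles, and their 90th percentile fluorescence all below set limits, cut at about 80% in these data, passing the limit was not always enough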
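Read-out – percent CD8+ FL2 mean versus row control · System – murine 2C transgenic CD8+ T lymphocytes · Times – 1.5 h cell–vesicle binding at 37 °C, then 20 min icy labelling · Control set – naked vesicles low, QL9 vesicles with vehicle high · Detection – cytometric PE anti-B7-1 and Alexa647 anti-CD8 signals after 1% paraformaldehyde fixation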
SV40 large T antigen: TAg ATPase/helicase activity blockers – biochemical (AID 1903); SV40 large T antigen ATPase/helicase inhibition assay; higher % means a stronger effect; inhibition, % at 20 µM; hits with a dose series show IC50 in µM; 310,000 tested, 0.39% active; in the data active = a potency from the dose series; inconclusive = inhibition mostly from about 32% at the one dose, without a potency; inactive = the rest, 99 in 100 with inhibition below about 32%; note: strong numbers were not always called active
TNAP activation fold: human TNAP enzyme activators, primary screen, biochemical, luminescent, no phosphate acceptor, uHTS (AID 1001); 200,000 tested, 0.03% active; purified TNAP, luminescent activation assay, no phosphate acceptor; higher activation fold means a stronger effect; activation fold at 20 µM; hits with a dose series show EC50 in µM; in the data active = activation fold from about 3, or a potency from the dose series; inactive = the rest, 99 in 100 with activation fold below about 1.6; note: many of its hits are not listed in these tables
UTI89 phage lysis: protection from phage-mediated lysis, alamar blue read-out – E. coli UTI89, K1F phage, bacterial capsule biogenesis inhibitors (AID 488966); E. coli UTI89 K1F phage lysis, alamar blue, 2 h; higher % means a stronger effect; one-dose inhibition, % at 100 µM; IC50 in µM for titrated hits; 340,000 tested, 0.02% active;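 active = phage lysis inhibition, versus mean bacterial control, above a set limit; inconclusive = no clear call, values can overlap the other calls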;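 note: capsule biogenesis inhibitors block K1F phage lysis so surviving cells raise fluorescence; higher fluorescence means more inhibition of phage lysis; actives were called in the ten point dose series up to 300 µM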
Salmonella PhoP GFP: PhoP-dependent GFP reporter repression – Salmonella Typhimurium, primary screen (AID 1863); one-dose inhibition, % at 50 µM; IC50 in µM for titrated hits; S. Typhimurium PhoP-regulated promoter GFP reporter, 4 h; higher % means a stronger effect; 300,000 tested, 0.16% active;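 active = inhibition over 29.93%, a cutoff 3 SD above the screen mean, later confirmed by dose response; inconclusive = inhibition over 29.93% but no dose response follow-up; inactive = inhibition at most 29.93% or unconfirmed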;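 note: 0% = low Mg2+ inducing control and 100% = high Mg2+ repressing control; strong numbers were not always called active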
MgcRacGAP inhibition: MgcRacGAP GTPase-activating activity inhibitors, confirmation, biochemical, ADP Hunter fluorescence | 340,000 tested, 0.6% active | AID 624330 | MgcRacGAP-stimulated Rac1 GTP hydrolysis, ADP Hunter fluorescence; higher % means a stronger effect; GST-tagged Rac1 F28L mutant substrate | one-dose inhibition, % at 30 µM; IC50 in µM for titrated hits;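 active = first-screen hits whose inhibition reached a set limit at any dose in the follow-up dose series; inconclusive = inhibition above the set first-screen limit but never retested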;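 note: fluorescence reports GDP produced by GAP-driven GTP hydrolysis; strong numbers were not always called active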
RSV antiviral HEp-2: RSV antiviral activity via CPE protection, HEp-2 cells, primary 10 µM value included (AID 2391) | HEp-2 cells, RSV-induced CPE inhibition; higher % means a stronger effect | CPE inhibition, % at 10 µM; hits with a dose series show IC50 in µM | 310,000 tested, 0.13% active; in the data active = a potency from the dose series; inconclusive = CPE inhibition mostly from about 23% at the one dose, without a potency; inactive = the rest, 99 in 100 with CPE inhibition below about 21%; note: strong numbers were not always called active
T cell HTS vesicle-bound %: further read-out of T cell HTS, marked with its call; double positive events, %; measured here: CD8+ vesicle-bound cell fraction;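 binding gate set so that unloaded-vesicle control wells show 10% double positive cells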
NTR1 agonist cell count 20 µM: further read-out of NTR1 agonist, marked with its call; cell count; measured here: cell count, cytotoxicity flag
Myeloid diff 2 GFP+ MAC1+ %: second read-out of Myeloid diff 2, no call of its own (marks repeat the call); GFP+ MAC1+ double positive, %; measured here: differentiation confirmed by MAC1 staining
* hit, by the source's call; i = inactive; ? = inconclusive; / = no result given; + = active, no number; & = joins results of further samples; [ ] = dose if it differs, or a comment.

SMILES | Myeloid diff 2 | Myeloid diff 2 GFP+ MAC1+ % | NTR1 agonist | NTR1 agonist cell count 20 µM | T cell HTS | T cell HTS vesicle-bound % | SV40 large T antigen | TNAP activation fold | UTI89 phage lysis | Salmonella PhoP GFP | MgcRacGAP inhibition | RSV antiviral HEp-2
Cc1cc2ncn(C(=O)c3ccc(F)cc3)c2cc1C | i | 0.3 | -1.1 | 60 | i | 12 | 9% | / | -0.1% | -12% | 9% | 0.1%
O=C(Nc1sc2c(c1C(=O)O)CCC2)c1ccco1 | i | 1.2 | 2.8 | 84 | i | 26 | 9% | 1.1 | 0.6% | -9% | 6% | 1.4%
CC(C)C(=O)n1nc(-c2cccnc2)nc1NCc1ccc(F)cc1 | i | 0.3 | 0.9 | 70 | i | 36 | -1% | 0.9 | 0.2% | 2% | 4% | -0.9%
Cn1cc(Br)c(C(=O)N/N=C/c2cc3ccccc3nc2Cl)n1 | i | 1.6 | -0.9 | 76 | i | 17 | 5% | / | -0.1% | -1% | -18% | 0.0%
Cc1nn(Cc2c(Cl)cccc2Cl)c(C)c1C(=O)NCc1ccc(C)n1C | i | 1.2 | 0.5 | 34 | i | 33 | 11% | 1.1 | -0.8% | -6% | 8% | 0.8%
O=C1CC(c2ccc(F)cc2)CC(O)=C1C=NCCN1CCN(C(=O)Nc2ccccc2)CC1 (stereo not given) | i | 0.8 | -0.3 | 33 | i | 43 | 12% | 1.1 | 0.5% | -10% | 9% | 3.8%
CCOc1nnc(C)c2c(C)n(-c3ccc(Cl)cc3)nc12 | i | 0.8 | -1.3 | 45 | i | 32 | 4% | 1.1 | 0.0% | -8% | 11% | /
COc1ccccc1N1CCN(Cc2ccco2)CC1 | i | 0.6 | -0.9 | 78 | i | 27 | 0% | 1.1 | -0.3% | 5% | ? | -0.1%
Cc1ccc(N(C)C(=O)c2cnn(-c3ccccc3)c2C)c(C)c1 | i | 0.6 | 0.9 | 43 | i | 12 | 5% | / | -0.1% | -4% | 10% | 3.2%
CCCCOc1ccc(CSc2nncn2N)cc1 | i | 0.7 | -0.9 | 50 | i | 41 | 6% | 1.1 | 3.7% | 7% | 4% | 0.7%
COCCNC(=O)c1c(C)cc(C)cc1C | i | 0.3 | -0.6 | 69 | i | 35 | 11% | 1.1 | 0.0% | -1% | 3% | 0.1%
Cc1[nH]c2ccccc2c1CCC(N)=O | i | 7.2 | 0.5 | 49 | i | 16 | 18% | 1.1 | -1.0% | 1% | 10% | 0.5%
CCCOC(=O)CCCCCCCCC(O)CN1CCCCC1 (stereo not given) | i | 0.0 | 3.7 | 64 | i | 12 | -3% | 1 | 0.0% | 5% | 4% | 0.8%
CC(=O)NCc1ccc(S(=O)(=O)N2CCN(S(=O)(=O)c3ccc4ccccc4c3)CC2)cc1 | i | 0.3 | -1.0 | 66 | / | / | / | / | 1.7%[50 µM] | / | 5% | /
CCOC(=O)C1(Cc2ccccc2C(F)(F)F)CCN(C(C)COC)CC1 (stereo not given) | i | 0.8 | -0.6 | 36 | i | 54 | 5% | 1 | -0.1% | -1% | 0% | -1.6%
CCOC(=O)/C=C/S(=O)(=O)c1ccc(NC(C)=O)cc1 | ? | / | 9.0 | 81 | i | 10 | 32% | 1.1 | -1.7% | -6% | -2% | 0.1%
COc1cc(NC(=O)CSCC(=O)Nc2cc(OC)cc(OC)c2)cc(OC)c1 | / | / | 0.2 | 49 | i | 30 | / | / | / | -3% | / | 0.2%
S=c1[nH]c2cc3ccccc3cc2[nH]1 | i | 1.1 | 1.0 | 44 | i | 21 | 9%&26% | / | -0.2% | -7% | 17% | -3.7%
COc1ccc(NC(=O)CCN2C(=O)c3cccc([N+](=O)[O-])c3C2=O)cc1 | i | 1.0 | 1.3 | 60 | i | 23 | 20% | / | 0.3% | -1% | 7% | 0.7%
Cc1cccc(N2CCN(C(=O)CCc3nc4ccccc4[nH]3)CC2C)c1 (stereo not given) | i | 1.6 | 5.4 | 68 | i | 15 | 3% | 1.2 | -2.2% | 9% | -1% | -0.3%
O=C(CCS(=O)(=O)c1ccc(Cl)cc1)Nc1nnc(-c2ccco2)o1 | + | 5.7* | -0.1 | 60 | i | 43 | 20% | / | 1.0%[50 µM] | 3% | 3% | -0.1%
Cc1cccc(NC(=O)c2ccc(-n3ccnc3)nc2)c1 | i | 0.9 | 1.1 | 51 | i | 35 | 5% | 1 | 1.6% | 0% | 9% | 0.6%
Cc1cc(=O)oc(C)c1C(=O)OCC(=O)c1ccc(Cl)cc1 | i | 1.2 | 0.2 | 58 | i | 24 | -1% | 1 | 0.1% | 7% | 2% | 1.5%
Cc1cc(Br)ccc1NC(=O)CCSc1ccccc1 | i | 6.2 | -0.4 | 50 | i | 22 | 9% | 1 | 1.9%[50 µM] | 2% | 3% | -0.4%
CC(C)(C)OC(=O)N[C@H](C(=O)OC(C)(C)C)c1ccc2c(c1)OCO2 | i | 0.6 | 1.5 | 58 | i | 39 | / | / | 0.5% | / | 1% | 2.3%
Cc1ccc2c(c1)C(=O)CC1(CCCCCC1)O2 | i | 1.3 | 6.1 | 79 | i | 35 | 14% | / | -2.9% | -10% | 5% | 0.2%
COc1ccc(N2C(=O)C3CC(C)=C(C)CC3C2=O)c(OC)c1 (stereo not given) | i | 0.8 | 1.7 | 82 | i | 23 | 11% | 1.1 | -0.1% | 10% | 0% | 0.9%
CC(C)NC(=O)Nc1cccc2c1O[C@H](CN(C)C(=O)NC1CCCCC1)[C@H](C)CN([C@H](C)CO)C2=O | i | 1.1 | -1.1 | 65 | i | 13 | / | / | 0.2% | / | 6% | /
CN1C(=O)CS(=O)c2ccc(C(=O)NCCC3=CCCCC3)cc21 (stereo not given) | i | 1.3 | 8.3 | 53 | i | 65 | 28% | 1.2 | 4.4% | -1% | 4% | 0.2%
Cc1cc(=O)oc(C)c1C(=O)Nc1ccc(F)cc1 | i | 0.5 | -1.1 | 36 | i | 55 | 13% | / | 1.2% | -7% | 0% | -0.2%
Cn1c(SCc2ccc(C(=O)Nc3nccs3)cc2)nnc1-c1ccccc1 | i | 1.2 | -0.6 | 41 | i | 67 | 3% | 1.1 | 0.1% | -8% | 8% | 1.3%
CCN(CC)S(=O)(=O)c1ccc(NCc2ccccc2)nc1 | i | 6.5 | 4.2 | 56 | i | 29 | 11% | 1.1 | 5.1% | 7% | 2% | -0.1%
O=C1CCCN1CCCN=c1c([N+](=O)[O-])nn(-c2ccc(Cl)cc2)n1O | i | 0.0 | / | / | / | / | 2% | 1.1 | 0.2% | 3% | 2% | /
COc1ccc(Br)cc1/C=N/NC(=O)C(c1ccncc1)N1CCOCC1 (stereo not given) | i | 0.8 | 1.6 | 77 | i | 62 | -2% | 1.1 | 0.2% | 6% | 9% | 0.4%
CC(=O)NC(c1cccc([N+](=O)[O-])c1)c1c(OC(C)=O)ccc2ccccc12 (stereo not given) | i | 0.9 | -1.0 | 90 | i | 55 | 15% | / | 0.1% | 3% | 4% | 0.7%
CC(=O)OCCn1c(Br)nc2c1c(=O)[nH]c(=O)n2C | i | 0.8 | -1.4 | 87 | i | 28 | 11% | 1 | 0.6% | -2% | 5% | 1.8%
CCOC(=O)c1cnc(-n2nc(C)cc2C)nc1Nc1ccc(OC)cc1 | i | 0.1 | 3.7 | 74 | i | 34 | 0% | 1.1 | 0.7% | 3% | 4% | -0.8%
Cc1ccc(S(=O)(=O)N2CCCCC2)cc1C(=O)NCc1ccc(S(N)(=O)=O)cc1 | i | 0.7 | 3.0 | 43 | i | 49 | / | / | -2.3% | / | 6% | /
O=C(c1ccc(Cn2cnnn2)cc1)N1CCCC(Nc2ccc(F)cc2)C1 (stereo not given) | i | 0.9 | -0.8 | 44 | i | 62 | 1% | / | 0.3% | -8% | 6% | 0.7%
CCS(=O)(=O)n1nc(-c2ccccc2)nc1SC | i | 1.1 | 1.6 | 44 | i | 13 | 3% | 0.5 | 0.9% | -6% | 2% | 0.7%
CN1CCN(CC(O)COC(c2ccc(Cl)cc2)c2ccc(Cl)cc2)CC1 (stereo not given) | i | 0.3 | 13 | 70 | i | 47 | 4% | / | 0.4% | -5% | 7% | 0.8%
CCOc1ccc(C2/C(=C(/O)c3ccc4c(c3)CC(C)O4)C(=O)C(=O)N2CCCn2ccnc2)cc1 (stereo not given) | ? | / | -0.4 | 69 | i | 34 | 10% | / | 0.2% | -1% | -1% | -1.1%
Cc1ccc(-n2nnc3c(=O)n(CC(=O)N4CCC(C)CC4)cnc32)cc1 | i | 5.8 | 0.9 | 71 | i | 39 | -1% | 1.1 | 4.0% | 7% | 9% | 0.5%
COc1cc(OC)cc(C(=O)N2CCN(Cc3ccccc3C(F)(F)F)CC2)c1 | i | 6.3 | 0.7 | 70 | i | 34 | -3% | 1.1 | 0.5% | 6% | 12% | 2.3%
CC(C)(C)NC(=O)COc1ccccc1C#N | i | 0.5 | 0.0 | 44 | i | 1 | 6% | 1 | 0.7% | 0% | 4% | -0.2%
CCCCCSc1nc(N2CCOCC2)c2c(c1C#N)CC(C)(C)OC2 | i | 0.3 | 26 | 50 | i | 46 | 15% | 1 | -0.8% | 0% | 2% | 3.4%
C=CCN(CC=C)C(=O)c1ccc2nc(Cc3ccc(OC)c(OC)c3)oc2c1 | i | 0.3 | 1.8 | 57 | i | 57 | 7% | / | 0.3% | -4% | 3% | 2.2%
NS(=O)(=O)c1ccc(N2CCN(C(=O)C3COc4ccccc4O3)CC2)nc1 (stereo not given) | i | 0.6 | 1.0 | 54 | / | / | / | / | 0.9%[50 µM] | / | 5% | /

Fetched by structure from the list above:
SMILES | Myeloid diff 2 | Myeloid diff 2 GFP+ MAC1+ % | NTR1 agonist | NTR1 agonist cell count 20 µM | T cell HTS | T cell HTS vesicle-bound % | SV40 large T antigen | TNAP activation fold | UTI89 phage lysis | Salmonella PhoP GFP | MgcRacGAP inhibition | RSV antiviral HEp-2
Cc1ccc(-n2nnc3c(=O)n(CC(=O)N4CCC(C)CC4)cnc32)cc1 | i | 5.8 | 0.9 | 71 | i | 39 | -1% | 1.1 | 4.0% | 7% | 9% | 0.5%
CC(C)(C)NC(=O)COc1ccccc1C#N | i | 0.5 | 0.0 | 44 | i | 1 | 6% | 1 | 0.7% | 0% | 4% | -0.2%
